Assay outcomes from PubChem.
S3 lipid droplet = qHTS Assay for Lipid Storage Modulators in Drosophila S3 Cells; Drosophila S3 cells, BODIPY lipid droplet fluorescence, 18-24 h; cells fed with added oleic acid; lipid storage change, negative = inhibition, % at the top dose, mostly 46.1 µM; hits show Potency in µM; 0.64% of 320,000 active; AID 2685, 2010; active = well fitted inhibition curve with a large enough effect in the signal ratio, with a control signal flat, not every such curve was filed as active; inconclusive = small, poorly fitted or top-dose-only effect, or effect the other way, or a change in a side signal; the % refers to the signal ratio
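Drosophila S3 cells loaded with oleic acid (400 uM, as added) and compounds at several concentrations; lipid droplets imaged by 488-nm laser-scanning cytometry, 500–530 nm intensity and object ratio to cell channel. Percent activity normalized to 20 uM Triacsin C.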
S3 lipid droplet cell count max = further read-out of S3 lipid droplet, marked with its call; cell number change, %; measured here: cell count max response;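 cells counted by Cell Tracker Red CMTPX staining in the red channel; peak over a dose series mostly up to 46.1 µM; percent activity relative to internal control wells on each plate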
The depositor's hits bear a star; i = inactive; ? = inconclusive; . = not tested or not shown; [ ] = remark or other dose. % is set by controls: 0 for no effect and ±100 for the full control effect; potency is the fitted concentration of half-maximal effect. An excerpt; count on the stated rates, not on these rows.

SMILES | S3 lipid droplet | S3 lipid droplet cell count max
COC(=O)Nc1ccc(S(=O)(=O)N(CCO)CCO)cc1 | ? | .
COc1ccc(CN2C(=O)c3cccnc3C2=O)cc1S(=O)(=O)N(C)Cc1ccco1 | ? | .
CC(C)C(=O)NNC(=O)C1CC1(c1ccccc1)c1ccccc1 (centres undefined) | -7.0% | 6.9
CCOc1ccccc1N(C)C(=O)CCS(=O)(=O)c1ccc2c(c1)NC(=O)CO2 | i | -4.5
CC(C)c1c(O)nc(SCCN(C)C)[nH]c1=O | -9.6% | -3.2
COC(=O)c1cccc(NC(=O)CSc2ncn[nH]2)c1 | i | 12.2
CN1CCN(CC(O)COc2ccccc2)CC1 (centres undefined) | ? | .
O=C(Nc1ccc(N2C(=O)C3CCCCC3C2=O)cc1Cl)c1cccs1 (centres undefined) | ? | .
CCCCCN(C(=O)COC(=O)CSc1ccc([N+](=O)[O-])cc1)c1c(N)n(CCCC)c(=O)[nH]c1=O | 9.7% | 5.3
C=C(Cl)COc1ccc2c(CC)cc(=O)oc2c1 | ? | .
CCCn1c(O)c(N=NC(=O)CNC(=O)/C=C/c2ccc(OC)cc2)c2ccccc21 | i | 6.8
COc1ccc(-c2onc(C)c2-c2cnn(-c3ccccc3)c2)c(O)c1 | -3.2% | 39.0
OCc1nc2ccccc2n1CCCOc1ccc(Br)cc1 | ? | .
Cc1ccc(NC(=O)CN2CCC(Cc3ccccc3)CC2)cc1S(=O)(=O)N(C)C | ? | .
COc1ccc(/C=N\NC(=O)c2ccc(-c3ccccc3)cc2)cc1COC(C)=O | ? | .
Cc1ccc(C)c(Cn2nnc3c(=O)[nH]c(C4CCCN(C(=O)C5CCC5)C4)nc32)c1 (centres undefined) | ? | .
O=C(CCNC(=O)c1ccc(Cl)cc1)NCCCN1CCOCC1 | ? | .
Cc1ccc(-n2c(=O)[nH]c3ncccc3c2=O)cc1 | ? | .
CCNC(=O)c1ccccc1SCc1ccccc1 | 1.1%[9.22 µM] | 7.0
Cc1cccc(C)c1NS(=O)(=O)c1ccc2c(c1)NC(=O)CO2 | ? | .
CC(=O)N1CCC(C(=O)Nc2ccc(S(=O)(=O)N3CCC(C)CC3)cc2)CC1 | -2.1% | 1.0
CC(C)CC(=O)NN1CCCCC1 | ? | .
Cc1ccc(S(=O)(=O)N2CCC(C(=O)OCC(=O)N3CC(C)CC(C)C3)CC2)cc1C (centres undefined) | ? | .
COc1cccc2cc(C(=O)n3ccc(C)n3)c(=O)oc12 | ? | .
COc1cccc(NC(=O)CSc2nnc(Cc3cccn3C)n2-c2ccc(F)cc2)c1 | i | .
Cc1c(Cl)c(C(=O)Nc2nc3ccccc3n2CCN2CCCCC2)nn1C | ? | .
OC1OC[C@@H](O)[C@H](O)[C@H]1O (some centres undefined) | -18.6% | .
Cc1cc(C)n(-c2ccc(Oc3ccccc3)c(S(=O)(=O)O)c2)n1 | 3.9% | 11.9
CCOc1ccccc1NC(=O)NNS(=O)(=O)c1cc(C)ccc1C | ? | .
CC(=O)SCC(=O)N=c1sc2cc(F)ccc2n1C | ? | .

Entries of single compounds, quoted from the list:
Cc1c(Cl)c(C(=O)Nc2nc3ccccc3n2CCN2CCCCC2)nn1C is listed with S3 lipid droplet = ?; S3 lipid droplet cell count max = .
Cc1ccc(S(=O)(=O)N2CCC(C(=O)OCC(=O)N3CC(C)CC(C)C3)CC2)cc1C (centres undefined) is listed with S3 lipid droplet = ?; S3 lipid droplet cell count max = .
CCOc1ccccc1NC(=O)NNS(=O)(=O)c1cc(C)ccc1C is listed with S3 lipid droplet = ?; S3 lipid droplet cell count max = .

New compounds follow:
SMILES | S3 lipid droplet | S3 lipid droplet cell count max
CCc1cc2c(NCCO)ncnc2s1 | ? | .
CCOC(=O)CC1CCCCN1Cc1nc(-c2ccc(F)c(OC)c2)oc1C (centres undefined) | ? | .
CCN1CCN(C2=C(NS(=O)(=O)c3ccccc3)C(=O)c3ccccc3C2=O)CC1 | ? | .
CCN(CC)c1ccc(NC(=O)C2CCCN(S(=O)(=O)c3cnc[nH]3)C2)c(C)c1 (centres undefined) | -1.9% | 2.6
COCC(=O)NC1CC2CCCC(C1)N2Cc1ccccc1 (centres undefined) | ? | .
CC(C)(C)OC(=O)N1Cc2cc3ccccc3nc2C1CO (centres undefined) | ? | .
CC1(NC(=O)CN2CCN(c3cnn(-c4ccccc4)c(=O)c3Cl)CC2)CCS(=O)(=O)C1 (centres undefined) | ? | .
Cc1nnc(SCC(=O)NNC(=O)COc2ccc(Cl)cc2)s1 | 19.0% | 7.0
COc1ccc(CCNC(=O)CSc2cc(=O)[nH]c(N)n2)cc1OC | -6.3% | 5.4
CC(NS(=O)(=O)c1ccc(Cl)cc1)C(=O)OCC(=O)Nc1ccc(N(C)C)cc1 (centres undefined) | ? | .
S=C(Nc1ccccc1)Nc1ccccc1Br | 6.4% | -2.6
Cc1cccc(C)c1NC(=O)NC1(C(=O)NCC2CCCO2)CCCCC1 (centres undefined) | ? | .
O=C(CSc1ccc(-c2ccccn2)nn1)Nc1cccc(F)c1 | ? | .
CCOC(=O)c1ccc([N+](=O)[O-])cc1NC(C)=O | ? | .
COc1cc2c(cc1OC)C(c1ccsc1)CC(=O)N2 (centres undefined) | ? | .

An excerpt of these results, as tab-separated lines.
compound	S3 lipid droplet	S3 lipid droplet cell count max
CCOC(=O)c1ccc([N+](=O)[O-])cc1NC(C)=O	?	.
CCN(CC)c1ccc(NC(=O)C2CCCN(S(=O)(=O)c3cnc[nH]3)C2)c(C)c1 (centres undefined)	-1.9%	2.6
Cc1cccc(C)c1NC(=O)NC1(C(=O)NCC2CCCO2)CCCCC1 (centres undefined)	?	.

(list continues)
SMILES | S3 lipid droplet | S3 lipid droplet cell count max
CCc1ccccc1N(CC(=O)N1CCCCC1)S(=O)(=O)c1ccccc1 | ? | .
CC1CCCN(CCCNC(=O)CN2C(=O)CSc3ccc(S(=O)(=O)N4CCOCC4)cc32)C1 (centres undefined) | ? | .
O=C(O)CCC(=O)Nc1nc2nc(-c3ccccc3)cc(-c3ccccc3)n2n1 | -3.5% | 10.3
CCCCN1CC(COc2ccccc2)OC1=O (centres undefined) | -16.7% | .
COc1ccc(/C=C/C(=O)NCCC(=O)N2CCCN(C)CC2)cc1 | ? | .
COc1ccccc1/C=N/NC(=O)c1ccc(=O)n(C)c1 | ? | .
COc1ccc(-c2n[nH]c(C)c2-c2cnn(-c3ccccc3)c2)c(O)c1 | ? | .
CCOC(=O)C1CCN(Cc2nc3ccc([N+](=O)[O-])cc3c(=O)n2-c2ccc(OC)cc2OC)CC1 | ? | .
COc1cccc(C(=O)N2C(C(=O)O)CSC2c2ccccc2Cl)c1 (centres undefined) | 0.4% | 17.5
CSc1nc(Cl)c(Cc2ccc(OCC(C)C)cc2)c(N2CCOCC2)n1 | -9.1% | -16.3
COc1ccc(NC(=S)Nc2cc(C)cc(C)n2)cc1OC | -0.1% | -11.2
COC(=O)CN(C(=S)Nc1ccc(F)cc1)C1CC(=O)N(c2ccccc2)C1=O (centres undefined) | 5.3% | -0.9
COc1ccc2sc(-c3ccc(N(C)C)cc3)c(C#CCO)c2c1 | ? | .
C/C(=N\NC(=O)c1c(Br)c(C)nn1C)c1ccc(NC(=O)c2ccoc2C)cc1 | ? | .
CCCOc1ccc(C(=O)CCC(=O)Nc2ccc(N3CCN(C)CC3)cc2)cc1 | 7.6% | 17.6
CCOC(=O)N1CCC(NC(=O)C2CCCCN2S(=O)(=O)c2ccc(F)cc2)CC1 (centres undefined) | ? | .
Cc1cc(C)cc(C(=O)Oc2cc(C)[nH]c(=O)c2[N+](=O)[O-])c1 | i | -7.3
Cc1ccc(C(=O)NNC(=O)COc2ccc(Cl)cc2C)o1 | 0.2% | 6.9
CC(C)(CNC(=O)CNC(=O)C1CCCCC1)N1CCOCC1 | ? | .
NNc1ccc(Cl)nn1 | ? | .
COc1ccccc1OCCNC(=O)C1CC(=O)N(Cc2ccc(C)cc2)C1 (centres undefined) | ? | .
CC(=O)NCCNC(=O)CCNC(=O)c1ccc(Cl)cc1 | ? | .
Cc1ccc2c(c1)CCCN2CC(=O)Nc1cc(S(=O)(=O)N2CCCC2)ccc1Cl | i | -10.4
Cc1ccccc1NS(=O)(=O)c1ccc(Cl)cc1 | 0.9% | -17.5
O=C(CN1C(=O)NC(c2ccccc2)(c2ccccc2)C1=O)NC1CCCC1 | 8.9% | -14.8
CC(C)(C)OC(=O)N1CCC(C(=O)N[C@H](C(=O)O)c2ccccc2)(c2ccccc2)CC1 | -8.2% | -9.7
COc1ccccc1C1CC(=O)NC(C)=C1C(=O)OCC1CCCO1 (centres undefined) | 4.1% | -13.3
O=C(CC1Nc2ccccc2NC1=O)Nc1ccccc1NC(=O)CC1Nc2ccccc2NC1=O (centres undefined) | ? | .
CCOc1ccc(/C(C)=N/NC(=O)c2nnn(-c3nonc3N)c2-c2cccs2)cc1 | -18.5% | -21.8
CCOc1ccc(C2c3c(oc4ccccc4c3=O)C(=O)N2CCCN2CCOCC2)cc1 (centres undefined) | i | 12.2
CC1(C)Cc2cccc(OCC(=O)N3CCN(S(=O)(=O)c4ccccc4)CC3)c2O1 | 13.7% | -1.7
N#CC1=C(N)NC(SCC(=O)c2ccc(Cl)cc2)=C(C#N)C12CCCC2 | ? | .
COC(=O)c1sccc1N/N=C/c1cccc(Oc2ccccc2)c1 | 10.2% | -12.1
COc1ccc(Cl)cc1S(=O)(=O)N1CCN=C1c1ccccc1 | ? | .
COc1ccc(/C=N/NC(=O)c2ccoc2C)cc1CN1CCN(c2ccc(F)cc2)CC1 | ? | .
CCCNc1nc(C)cc(-c2cc(-c3ccc(Cl)cc3)on2)n1 | -0.1% | -1.5
CCOc1cc2[nH]c(=S)n(Cc3ccc(C(=O)N4CCN(C)CC4)cc3)c(=O)c2cc1OCC | ? | .
CN(N)c1ccc2c(C(F)(F)F)cc(C(F)(F)F)nc2n1 | i | .
CCOC(=O)COc1nc(C)c(Br)c(OC)n1 | ? | .
COc1nc(-c2ccccc2Cl)ccc1C#N | i | .
CS(=O)(=O)N(CC(=O)N1CCCCC1)Cc1ccccc1 | ? | .
COc1cccc(NC(=O)c2sc3nc4n(c(=O)c3c2C)CCC4)c1 | 4.11µM* | -27.4*
COc1ccc(NC(=O)Nc2ccc(C(=O)N3CCOCC3)cc2)cc1OC | -17.0% | -17.3
CCN(CC)CCC(c1cc(OC)c(OC)c(OC)c1)c1c(OC)cc(OC)c2c(-c3ccccc3)cc(=O)oc12 (centres undefined) | ? | .
Cc1c(NC(=O)/C=C/C(=O)O)cccc1[N+](=O)[O-] | -8.5% | 6.6
O=C(O)Cc1ccc(NC(=S)Nc2cccc(Cl)c2Cl)cc1 | -6.5% | -13.4
Cc1ccc(S(=O)(=O)CCSc2n[nH]c(=O)n2-c2ccccc2)cc1 | -0.2% | 15.9
CC1(c2nnc(Cc3ccccc3)o2)CC(c2ccc([N+](=O)[O-])cc2)=NO1 (centres undefined) | ? | .
COC(=O)c1[nH]c2cc(OC)c(OC)cc2c1NC(=O)Oc1ccccc1 | ? | .
Cc1c(Cl)cccc1NC(=O)C(=O)NNS(=O)(=O)c1ccc(F)cc1 | -1.1% | 19.2
CCN(CC)CCCNC(=O)C(C)Sc1nc(-c2ccccc2)cc(C(F)(F)F)n1 (centres undefined) | 2.2% | 13.5
CC(OC(=O)CN1C(=O)c2ccccc2C1=O)C(=O)NCc1ccccc1 (centres undefined) | ? | .
CC(=O)C1=C(C)N(Cc2ccco2)C(=O)C1(NC(=O)C1CCCCC1)C(F)(F)F (centres undefined) | ? | .
CC(C)NS(=O)(=O)c1ccc(OCC(=O)Nc2ccc(F)cc2)cc1 | 4.5% | 19.0
CCN(Cc1ccccc1)C(c1cccs1)c1nnnn1C1CCCCC1 (centres undefined) | ? | .
c1ccc(-c2noc(-c3cccs3)n2)nc1 | 5.4% | 1.4
COc1ccc(OCC(O)Cn2c(=N)n(Cc3ccccc3)c3ccccc32)cc1 (centres undefined) | ? | .
CCOc1ncccc1C(=O)NCCc1ccc(S(N)(=O)=O)cc1 | ? | .
Cc1cnc(C(=O)OCC(=O)NC(C)CCc2ccccc2)cn1 (centres undefined) | ? | .
COc1ccc(S(=O)(=O)N2CCCC(C(=O)NCc3ccccn3)C2)cc1 (centres undefined) | ? | .

Nothing new here: entries from further up.
SMILES | S3 lipid droplet | S3 lipid droplet cell count max
Cc1nnc(SCC(=O)NNC(=O)COc2ccc(Cl)cc2)s1 | 19.0% | 7.0
COc1ccc(CCNC(=O)CSc2cc(=O)[nH]c(N)n2)cc1OC | -6.3% | 5.4

Later entries.
SMILES | S3 lipid droplet | S3 lipid droplet cell count max
Cc1ccc([N+](=O)[O-])cc1-c1ccc(/C=N\n2nnnc2N)o1 | ? | .
O=[N+]([O-])c1ccc2nc(NS(=O)(=O)c3ccc(F)cc3)sc2c1 | ? | .
O=C(Nc1ccc2c(c1)OCCO2)c1ccc(Cl)cc1Cl | i | -12.4
CC(=O)c1cc2c(cc1NC(=O)c1ccc(Cl)cc1)OCCO2 | ? | .
CCOc1ccc(-c2c(C(=O)N/N=C/c3ccc(C)s3)nnn2-c2nonc2N)cc1 | ? | .
Cc1ccc(NC(=O)c2ccc(S(=O)(=O)N3CCOCC3)cc2)c(C)c1 | ? | .
CN1CCc2nc3sc(C(=O)C45CC6CC(CC(C6)C4)C5)c(N)c3cc2C1 | -8.1% | -9.8
CC1Cc2cc(S(=O)(=O)N3CCC(C(=O)N4CCN(c5ccccc5F)CC4)CC3)ccc2N1C(=O)C1CC1 (centres undefined) | i | 5.9
NC(=O)c1ccccc1NCC(=O)c1ccc(F)cc1 | ? | .
O=C(Nc1ccccc1)N1CCN(c2ccc(F)cc2)CC1 | -2.3% | -7.5
